Bioassay records: PubChem BioAssay, several laboratories
GRK2 inh – human GRK2 inhibition via aptamer displacement; P25098; AID 488847; inhibition of aptamer binding, % at 10 µM; bead flow cytometry, FAM-aptamer displacement from GRK2; 0.59% of 330,000 active;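 active = inhibition of aptamer binding above 40%, roughly 3 SD of noise, on plates passing a quality check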;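 note: median bead fluorescence of bound FAM aptamer so fluorescent compounds give negative values; no value below 0 was filed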
Target sequence (P25098 whole entry, looked up): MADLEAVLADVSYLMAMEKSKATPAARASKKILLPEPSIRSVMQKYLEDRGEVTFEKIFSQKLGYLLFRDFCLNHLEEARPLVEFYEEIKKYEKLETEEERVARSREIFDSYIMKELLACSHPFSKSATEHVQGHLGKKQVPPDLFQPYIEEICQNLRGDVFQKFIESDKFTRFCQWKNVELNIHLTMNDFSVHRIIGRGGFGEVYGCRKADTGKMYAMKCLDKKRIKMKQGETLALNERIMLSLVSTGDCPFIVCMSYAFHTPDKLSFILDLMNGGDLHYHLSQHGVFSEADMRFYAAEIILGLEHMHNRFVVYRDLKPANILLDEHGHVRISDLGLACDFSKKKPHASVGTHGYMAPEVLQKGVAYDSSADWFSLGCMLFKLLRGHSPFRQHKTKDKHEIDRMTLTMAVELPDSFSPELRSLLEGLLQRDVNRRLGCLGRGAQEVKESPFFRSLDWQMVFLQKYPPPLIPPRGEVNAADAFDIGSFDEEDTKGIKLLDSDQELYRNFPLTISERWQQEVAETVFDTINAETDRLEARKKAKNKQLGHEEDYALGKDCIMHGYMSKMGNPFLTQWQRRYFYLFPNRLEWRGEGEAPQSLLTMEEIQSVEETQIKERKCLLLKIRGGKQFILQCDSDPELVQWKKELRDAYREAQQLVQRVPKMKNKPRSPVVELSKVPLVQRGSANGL
BCLXL inh – inhibitors of human Bcl-xL; inhibition, % at 10.9 µM; Q07817; GST-Bcl-xL / FITC-Bim BH3 peptide fluorescence polarization; AID 2129; 0.7% of 320,000 active;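 active = inhibition above the mean of all tested compounds plus 3 SD, cutoff set per campaign, cut at about 30% in these data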;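 note: 0% = DMSO wells and 100% = unlabeled Bim-BH3 peptide competitor; inhibitors lower millipolarization by displacing the labeled peptide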
Target sequence (Q07817 whole entry, looked up): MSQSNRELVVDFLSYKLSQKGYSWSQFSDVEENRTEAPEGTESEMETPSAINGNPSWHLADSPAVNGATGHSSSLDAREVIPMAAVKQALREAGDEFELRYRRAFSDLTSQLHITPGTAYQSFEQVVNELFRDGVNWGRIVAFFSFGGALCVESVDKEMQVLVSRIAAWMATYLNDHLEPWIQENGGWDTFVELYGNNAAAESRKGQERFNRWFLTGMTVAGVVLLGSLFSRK
GLD-1 TGE inh – GLD-1-TGE RNA interaction inhibition (C. elegans). Q17339. purified GLD-1 + fluorescein TGE RNA, fluorescence polarization. inhibition, % at 5.96 µM. 0.44% of 320,000 active. AID 2280;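 active = percent inhibition above a per-plate cutoff, the plate mean of test compounds plus 3 SD, cut at about 30% in these data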;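 note: 0% = DMSO wells with GLD-1 and probe and 100% = wells lacking GLD-1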
MCL1 BIM primary – inhibitors of human MCL1 binding to BIM-BH3 peptide; GST-MCL1 / FITC-Bim-BH3 fluorescence polarization; inhibition, % at 10.9 µM; 0.68% of 320,000 active; AID 2057;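 active = inhibition above the mean inhibition of all tested compounds plus 3 SD, set per campaign, cut at about 40% in these data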;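 note: 0% = DMSO wells and 100% = unlabeled Bim-BH3 peptide control; higher means more loss of mP so more displacement of Bim peptide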
MEX-5 binding – C. elegans MEX-5 TCR-2 RNA binding activity. MEX-5/FITC-TCR2 RNA binding, fluorescence polarization; stronger effect = lower value. activity score (negative = inhibition of binding), % at 10 µM. Q9XUB2. 0.38% of 300,000 active. AID 1832;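 active = inhibition past about -25% in most replicates, and total fluorescence under double the plate's negative control median, limit read from the data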;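 note: 0% = DMSO and -100% = 5 µM competing unlabeled TCR2 RNA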
VLA-4 inh – inhibition in a human VLA-4 binding assay. P13612. VLA-4 expressing cells, ligand binding flow cytometry. inhibition, % (about 7 µM as worked out from the volumes in the protocol). 0.2% of 330,000 active; in the data active = inhibition above about 50%
CR mimetic SO – caloric restriction mimetics inhibiting age-related superoxide in yeast; S. cerevisiae aged cells, superoxide DHE fluorescence; stronger effect = lower value; superoxide response (% of plate mean), % at 10 µM; 0.18% of 330,000 active; AID 2690;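 active = superoxide response under a set limit, about three screen SD below normal, cut at about 65% in these data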;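 note: yeast aged for seven days with compound at 30 °C before DHE staining; 100% = average MFI of all compound-treated wells on the plate with controls excluded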
CIT2-GFP yeast – modulators of TOR pathway CIT2-GFP in S. cerevisiae | S. cerevisiae CIT2-GFP strain, flow cytometry, 3 h; 100 means same as DMSO wells | GFP response vs DMSO, % at 10 µM | 0.065% of 320,000 active | AID 2029;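 active = GFP response relative to DMSO above a set limit, near the screen mean plus 3 SD, cut at about 150% in these data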;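 note: ratio of well median GFP fluorescence to mean of DMSO wells on the plate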
AGP1-GFP MLPCN – alters AGP1-GFP fluorescence in TOR pathway yeast screen. S. cerevisiae AGP1-GFP multiplex flow cytometry, 3 h; GFP as percent of DMSO wells. 0.02% of 320,000 active. GFP response vs DMSO, % at 10 µM;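 active = GFP response relative to DMSO above a set limit, near screen average plus 3 SD, cut at about 150% in these data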;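 note: median GFP channel fluorescence of the gated AGP1 strain per well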
Active calls of the source: *; i = inactive; nt = no result given; [ ] = dose if it differs, or a comment.

1: CCOc1ccccc1N(C(=O)CNS(=O)(=O)c1ccccc1)C(CC)C(=O)NCc1ccco1 (centres undefined)
2: COc1ccc(CCNC(=O)/C=C\c2ccccc2)cc1OC
3: COC(=O)c1cc(-c2ccc(OC)cc2)on1
4: CC(=O)N1C(=O)/C(=C2\SC(=S)N(c3c(C)n(C)n(-c4ccccc4)c3=O)C2=O)c2ccccc21
5: CCCCN(N=Nc1nonc1OC)c1nonc1OC
6: CCc1c(O)nc(SCC(=O)Nc2ccc3c(c2)CCC3)[nH]c1=O
7: O=C(OCc1ccc(Cl)cc1)c1cnccn1
8: COc1ccc(C(=O)Nc2nc3cc(OC)c(OC)cc3c(=O)[nH]2)cc1
entry no.,1,2,3,4,5,6,7,8
GRK2 inh,0,0,1,4,0,0,2,2
BCLXL inh,0,2,1,12,5,0,3,4
GLD-1 TGE inh,2,3,1,1,-2,-2,13,8
MCL1 BIM primary,2,4,-1,12,7,-3,4,5
MEX-5 binding,-0.8,0.1,nt,0.0,1.3,-0.1,1.5,nt
VLA-4 inh,6,-15,0,16,-2,0,6,-9
CR mimetic SO,96,103,102,90,104,142,100,106
CIT2-GFP yeast,102,106,101,85,101,106,79,87
AGP1-GFP MLPCN,98,106,101,88,98,104,97,97

9: CC(=O)c1cccc(N(C(=O)c2cnccn2)C(C(=O)NCc2ccccc2)c2ccco2)c1 (centres undefined)
10: Cc1ccc(NC(=O)NNC(=O)COc2ccc([N+](=O)[O-])cc2)cc1C
11: CCn1nc(C(=O)Nc2cc(Cl)ccc2-n2cncn2)c2ccccc2c1=O
12: O=C(c1cccnc1)N1CCCc2ccccc21
13: O=C(c1ccc(-n2cncn2)c([N+](=O)[O-])c1)N1CCN(S(=O)(=O)c2ccc(F)c(F)c2)CC1
14: CCOC(=O)C1CCCN(C(=O)c2ccc3[nH]c4c(c3c2)CC(C)CC4)C1 (centres undefined)
15: Cc1cc(NCC(c2ccccc2)c2ccccc2)n2ncnc2n1
16: O=C(Nc1ccc2c(c1)OCO2)C1CC1
entry no.,9,10,11,12,13,14,15,16
GRK2 inh,0,0,0,1,0,3,3,4
BCLXL inh,2,2,-1,4,3,-2,6,4
GLD-1 TGE inh,6,2,-6,6,-2,6,0,1
MCL1 BIM primary,1,13,-4,4,3,-6,1,-1
MEX-5 binding,-0.4,0.1,2.4,0.0,-0.2,nt,-0.7,nt
VLA-4 inh,5,-9,-6,6,-9,24,-2,-7
CR mimetic SO,98,77,125,86,120,86,95,88
CIT2-GFP yeast,108,118[may fluoresce green],91,93,99,97,101,96
AGP1-GFP MLPCN,105,107[may fluoresce green],104,101,95,102,126,101

17: CN(C)CCCN(C(=O)c1nc2ccccc2s1)c1nc2ccc(F)cc2s1
18: CCOc1ccc(N(CCC#N)S(=O)(=O)c2ccc(OC)cc2)cc1
19: C/C(=C\C1CCCCC1)C(NC(=O)c1ccc(C(F)(F)F)cc1)c1ccc(-c2ccccc2)cc1 (centres undefined)
20: O=S(=O)(NCCC1=CCCCC1)c1ccc(Br)cc1
21: Nn1c(SCC(=O)Nc2ccc3c(c2)CCC3)nnc1C1CC1
22: O=C(CCc1c[nH]c2ccccc12)NCCc1ccc(O)cc1
23: S=C(Nc1ccccc1)N1CCn2cccc2C1c1cccnc1 (centres undefined)
24: Cc1[nH]nc(-c2ccc(OCc3cnn(-c4ccccc4)c3)cc2O)c1Oc1ccccc1F
entry no.,17,18,19,20,21,22,23,24
GRK2 inh,0,1,2,0,2,0,1,0
BCLXL inh,2,3,3,0,nt,1,5,5
GLD-1 TGE inh,2,5,4,7,-1,-4,0,0
MCL1 BIM primary,1,8,-3,0,nt,3,10,-1
MEX-5 binding,0.7,3.5,-2.0,-2.9,nt,-0.4,-2.1,-1.7
VLA-4 inh,2,4,9,6,2,5,-4,2
CR mimetic SO,90,123,88,116,91,103,115,92
CIT2-GFP yeast,92,98,86,114,123,101,105,101
AGP1-GFP MLPCN,98,97,82,101,104,101,103,103

25: CCCNC(=O)Cn1c(=O)oc2cc(S(=O)(=O)N3CCCC3)ccc21
26: Cn1cc(Cl)c(C(=O)Nc2nccs2)n1
27: COc1ccccc1N1CC(C(=O)Nc2nnc(SCC(=O)N3CCCC3)s2)CC1=O (centres undefined)
28: O=C(CN1CCN(c2ncc(C(F)(F)F)cc2Cl)CC1)NC(=O)NCc1ccccc1
29: CN(CC(=O)Nc1ccccc1Cl)C(=O)COC(=O)c1nc(Cl)ccc1Cl
30: CSCCC(NC(=O)c1ccco1)C(=O)NC1CCCCCC1 (centres undefined)
31: C=CCN(c1ccccc1)S(=O)(=O)c1ccc(Cl)c(C(=O)OCC(=O)NCCCN2CCCC2=O)c1
32: COc1cccc(N2CCN(C(=O)c3cc4cc(Cl)ccc4[nH]3)CC2)c1
entry no.,25,26,27,28,29,30,31,32
GRK2 inh,0,0,2,0,2,0,6,1
BCLXL inh,-1,4,3,0,-6,5,4,nt
GLD-1 TGE inh,-1,13,2,1,-3,-1,5,nt
MCL1 BIM primary,-5,0,1,2,-2,5,-2,nt
MEX-5 binding,0.0,1.8,0.2,-1.2,0.0,-0.8,-0.4,-1.9
VLA-4 inh,57*,-9,22,8,11,4,4,3
CR mimetic SO,107,102,91,107,98,93,94,110
CIT2-GFP yeast,98,102,97,102,106,92,95,97
AGP1-GFP MLPCN,104,103,99,104,108,102,101,101

33: CCOC(=O)N1CCN(C(=O)CCc2ccc(S(=O)(=O)NCCc3ccccc3)cc2)CC1
34: CCN1CCN(Cc2ccc(NC(=O)c3cc(NC(=O)c4nccnc4N)cc(OC)c3)cc2C(F)(F)F)CC1
35: COc1ccc(CCNC(=O)c2cnc(C)cn2)cc1
36: Cc1ccc(C(=O)N/C(=C/c2ccco2)C(=O)NCCc2c[nH]c3ccccc23)cc1
37: COC(CNC(=O)c1ccc(CS(=O)(=O)c2ccc(Br)cc2)o1)OC
38: COc1ccc2c(c1)O[C@H](c1ccc3c(c1)OCO3)[C@@H](OC(=O)Nc1cc(OC)c(OC)c(OC)c1)C2=O
39: O=c1c2ccccc2[nH]c(=S)n1C1CCCCC1
40: Cc1cnc(C)c(N(C)NC(=S)Nc2ccccc2)n1
entry no.,33,34,35,36,37,38,39,40
GRK2 inh,0,0,3,8,7,1,2,1
BCLXL inh,-2,3,-4,3,4,3,7,2
GLD-1 TGE inh,6,-11,-2,5,4,8,2,-2
MCL1 BIM primary,-3,0,-16,9,-1,0,5,3
MEX-5 binding,0.1,2.4,-1.4,4.0,2.9,3.1,0.5,0.4
VLA-4 inh,i,2,-2,0,1,0,-6,13
CR mimetic SO,92,109,nt,104,94,93,100,95
CIT2-GFP yeast,153*,91,nt,83,98,89,88,99
AGP1-GFP MLPCN,108,83,87,93,90,87,92,94

41: O=C(/C=C/c1cccc(Br)c1)NCc1ccncc1
42: COc1ccccc1CNC(=O)c1ccccc1C(=O)NC(CC(C)C)C(=O)NCc1ccccc1OC (centres undefined)
43: C=CCSc1nc(-c2ccccc2)c2cc(Cl)ccc2n1
44: COc1cc2ccccc2cc1C(=O)NNC(=O)c1ccccc1O
45: CCOc1cccc(C(=O)Nc2ccc3[nH]ncc3c2)c1
46: OCCCNc1nc(-c2ccccc2)c2cc(Cl)ccc2n1
47: O=c1cc(CN2CCOCC2)c2cc(Cl)c(O)cc2o1
48: CC(NC(=O)CCN1C(=O)c2ccccc2C1=O)c1ccccc1 (centres undefined)
entry no.,41,42,43,44,45,46,47,48
GRK2 inh,1,0,5,0,2,1,3,4
BCLXL inh,0,5,-1,1,3,13,13,0
GLD-1 TGE inh,1,-6,0,-1,14,5,11,-5
MCL1 BIM primary,-7,2,4,14,6,12,10,-13
MEX-5 binding,0.5,2.2,2.0,-4.0,0.9,2.4,-2.3,-0.7
VLA-4 inh,4,-2,2,12,-3,20,12,9
CR mimetic SO,88,127,94,88,112,84,88,103
CIT2-GFP yeast,97,104,97,89,96,85,99,106
AGP1-GFP MLPCN,105,110,106,75,96,65,72,105

49: O=C(CN1CCN(Cc2ccccc2)C1=O)NCc1cccs1
50: O=C(CSc1nc(=O)n(CCCN2CCOCC2)c2c1CCC2)Nc1cccc(F)c1
51: CCC(=O)NCCc1nc2ccccc2n1CC
52: COc1cccc(Cn2cnc3c(NS(=O)(=O)c4cccc(Cl)c4Cl)c(C)c(C)cc32)c1
53: Cc1cc(C)cc(N(C(=O)c2csnn2)C(C(=O)NC2CCCCC2)c2cccnc2)c1 (centres undefined)
54: CC(=O)c1cn(CC(=O)NCC2CCCO2)c2ccccc12 (centres undefined)
55: CCOc1ccc(N2CC(C(=O)Nc3cccnc3)CC2=O)cc1 (centres undefined)
56: COc1cc(/C=N/NC(=S)N/N=C/c2cc(OC)c(OC)c(OC)c2)cc(OC)c1OC
entry no.,49,50,51,52,53,54,55,56
GRK2 inh,1,0,2,0,0,3,2,5
BCLXL inh,2,3,4,2,2,7,2,-3
GLD-1 TGE inh,1,1,-3,5,12,-5,3,-4
MCL1 BIM primary,2,-1,3,5,10,3,5,10
MEX-5 binding,-2.3,-1.3,3.1,1.7,-1.4,-1.0,0.7,1.6
VLA-4 inh,1,4,22,7,8,6,8,-12
CR mimetic SO,99,92,92,95,106,101,87,101
CIT2-GFP yeast,97,101,95,92,99,98,116,100
AGP1-GFP MLPCN,107,105,98,nt,99,106,99,98

Part of the list above in order of SMILES length, rising.
2: COc1ccc(CCNC(=O)/C=C\c2ccccc2)cc1OC
31: C=CCN(c1ccccc1)S(=O)(=O)c1ccc(Cl)c(C(=O)OCC(=O)NCCCN2CCCC2=O)c1
4: CC(=O)N1C(=O)/C(=C2\SC(=S)N(c3c(C)n(C)n(-c4ccccc4)c3=O)C2=O)c2ccccc21
entry no.,2,31,4
GRK2 inh,0,6,4
BCLXL inh,2,4,12
GLD-1 TGE inh,3,5,1
MCL1 BIM primary,4,-2,12
MEX-5 binding,0.1,-0.4,0.0
VLA-4 inh,-15,4,16
CR mimetic SO,103,94,90
CIT2-GFP yeast,106,95,85
AGP1-GFP MLPCN,106,101,88

(continued)
57: CCOc1ccc(C(=O)N2CCN(c3cccc(Cl)c3)CC2)cc1
58: CC(C(=O)Nc1ccccc1-c1ccccc1)N1CCOCC1 (centres undefined)
59: NS(=O)(=O)c1ccc(NC(=O)COc2ncnc3sccc23)cc1
60: Cn1c(=O)c2c(nc(NCC(O)CO)n2CCc2ccccc2)n(C)c1=O (centres undefined)
61: COc1ccc(CCNC(=O)C2(C)CCC(=O)N2CCC(C)C)cc1OC (centres undefined)
62: NC(=O)c1ccc(NC(=O)CN2CCN(C(=O)c3ccco3)CC2)cc1
63: CCCn1c(N)c(C(=O)CSc2n[nH]c(-c3ccccc3F)n2)c(=O)n(C)c1=O
entry no.,57,58,59,60,61,62,63
GRK2 inh,2,1,3,7,0,0,4
BCLXL inh,6,2,5,1,3,3,6
GLD-1 TGE inh,8,8,2,-3,1,0,1
MCL1 BIM primary,-3,2,2,-7,2,1,-3
MEX-5 binding,-0.6,-1.9,0.8,-0.5,0.5,-1.5,nt
VLA-4 inh,-6,10,5,9,-8,6,11
CR mimetic SO,115,85,96,102,106,101,71
CIT2-GFP yeast,100,93,98,93,101,98,89
AGP1-GFP MLPCN,94,98,101,97,97,102,97
